Bioassay records (PubChem BioAssay)
Tau fluor counter: counter-screen for tau fibril formation inhibitors; tau K18 P301L Alexa594 fluorescence, heparin fibrillization; Potency, µM (doses to about 57.7 µM), inactives show at the highest dose activity change, negative = decrease; hit rate 0.93% among 280,000; AID 1463; also: nearly all actives have a fitted effect of over 55% in size
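Human tau K18 P301L (15 uM unlabeled, 0.24 uM Alexa 594-labeled) in 100 mM sodium acetate pH 7 with 20 uM heparin, 6 hr at 37 C. ThT 30 uM added, 1 hr ambient; Alexa 594 FP and total fluorescence read at 555/632 nm.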
ALDH1A1 block: blocks purified human ALDH1A1 activity | P00352 | Purified ALDH1A1, NADH fluorescence, propionaldehyde substrate | Potency, µM (highest dose often 75.3 µM), for the others: at the top dose activity, negative = inhibition, actives largely listed as inhibitors | hit rate 7.3% among 220,000 | AID 1030; active = well fitted inhibition curve with a large enough effect, not every such curve was filed as active; inconclusive = small, poorly fitted or top-dose-only effect, or another doubt; inactive = no such curve, though single readings can be large or run the other way;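 also: plate controls were no enzyme wells and a reference inhibitor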
Target sequence (P00352 whole entry, looked up): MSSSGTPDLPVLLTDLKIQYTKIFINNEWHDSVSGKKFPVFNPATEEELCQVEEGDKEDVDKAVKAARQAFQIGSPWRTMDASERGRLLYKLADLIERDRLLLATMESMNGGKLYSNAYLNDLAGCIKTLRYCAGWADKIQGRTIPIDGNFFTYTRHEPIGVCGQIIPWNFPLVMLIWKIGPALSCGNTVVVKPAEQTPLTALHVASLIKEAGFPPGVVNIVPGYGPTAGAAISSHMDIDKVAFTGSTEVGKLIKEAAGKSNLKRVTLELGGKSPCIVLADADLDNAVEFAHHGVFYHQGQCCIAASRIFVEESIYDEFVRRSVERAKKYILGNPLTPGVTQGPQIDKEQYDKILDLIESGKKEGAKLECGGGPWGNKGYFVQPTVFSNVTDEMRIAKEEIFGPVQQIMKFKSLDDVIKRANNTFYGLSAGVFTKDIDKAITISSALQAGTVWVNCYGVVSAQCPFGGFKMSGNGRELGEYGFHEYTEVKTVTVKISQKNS
TR SRC2 fluor cs: counter-screen for TRb-SRC2 inhibitors: fluorescence interference. Potency, µM (series often up to 106 µM), for the others: at the highest dose fluorescence change, negative = quenching. hit rate 0.29% among 280,000. TRb/SRC2 Texas Red total fluorescence interference; active = well fitted curve in either direction with a large enough effect; inconclusive = small, poorly fitted or top-dose-only effect
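Human TRb ligand-binding domain at 0.6 uM with 20 nM Texas Red SRC2 peptide in Tris buffer containing 1 uM T3 and 5% DMSO, incubated with compound 5 h at ambient temperature. Total fluorescence (555/632 nm) calculated as parallel + 2 × perpendicular.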
TRb-SRC2 inh: TRbeta-SRC2 interaction inhibition. P10828. TRbeta-SRC2 peptide binding, fluorescence polarization; receptor liganded with 1 µM T3. Potency, µM (doses to about 106 µM), for the others: top-dose activity change, negative = inhibition, most hits filed as inhibitors. hit rate 0.065% among 280,000. AID 1469;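 also: plate controls were bound peptide for no effect and peptide without receptor for full effect; nearly all actives have a fitted effect of over 50% in size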
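Compounds were added to 0.6 uM TRb ligand-binding domain and 20 nM Texas Red-labeled SRC2 peptide in Tris buffer containing 1 uM T3, incubated 5 hr at ambient temperature, then read by fluorescence polarization.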
aGal spleen mod: inhibits or activates alpha-galactosidase in human spleen homogenate; human spleen homogenate, 4MU-alpha-Gal fluorescence, 40 min; Potency, µM (top dose mostly 80 µM), inactives show at the top dose activity change, negative = inhibition, most hits filed as inhibitors; hit rate 0.008% among 240,000;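 also: 0% = enzyme with vehicle and -100% = no enzyme basal signal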
Target sequence (P06280 32-429 limits assumed): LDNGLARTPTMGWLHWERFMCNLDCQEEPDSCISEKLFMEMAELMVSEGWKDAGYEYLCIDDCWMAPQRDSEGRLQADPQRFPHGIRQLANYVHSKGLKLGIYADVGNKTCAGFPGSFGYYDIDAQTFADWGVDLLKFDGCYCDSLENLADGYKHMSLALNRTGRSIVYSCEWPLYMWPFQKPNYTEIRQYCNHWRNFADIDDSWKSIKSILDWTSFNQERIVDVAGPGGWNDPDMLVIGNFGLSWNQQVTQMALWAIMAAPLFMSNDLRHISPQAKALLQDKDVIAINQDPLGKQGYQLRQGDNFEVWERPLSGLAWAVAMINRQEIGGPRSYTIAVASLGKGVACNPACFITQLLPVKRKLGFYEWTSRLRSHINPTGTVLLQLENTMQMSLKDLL
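Human spleen homogenate (1 ug) was the enzyme source, with 4-methylumbelliferyl-alpha-D-galactopyranoside (1 mM final) in pH 5.0 citrate buffer with 0.01% Tween-20. Compounds were titrated; after 40 min at 37C, NaOH/glycine stop, 4-MU fluorescence read; AC50 from Hill fits.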
L3MBTL1 block: L3MBTL1 (human) inhibition; AlphaScreen L3MBTL1–H3K9me1 peptide binding; Potency, µM (doses to about 57.1 µM), for inactives: at the highest dose activity, negative = inhibition, hits mostly inhibitors; hit rate 0.66% among 230,000; AID 485360; also: nearly all actives have a fitted effect of over 60% in size
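Read-out is AlphaScreen signal from streptavidin donor and nickel chelate acceptor beads (10 ug/mL final each) bridging L3MBTL1 (50 nM) and biotinylated K9-monomethylated H3(1-15) peptide (75 nM), after 30 min compound exposure at room temperature.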
Tau ThT inhib: blocks human tau fibril formation measured by thioflavin T; P10636; AID 1460; Potency, µM (doses to about 57.4 µM), without a hit: at the highest dose activity, negative = inhibition, hits mostly inhibitors; hit rate 2.1% among 270,000; recombinant tau K18 P301L (four-repeat tau fragment), heparin-induced fibrillization, ThT fluorescence; also: nearly all actives have a fitted effect of over 55% in size
Target sequence (P10636 561-689 P618L limits assumed): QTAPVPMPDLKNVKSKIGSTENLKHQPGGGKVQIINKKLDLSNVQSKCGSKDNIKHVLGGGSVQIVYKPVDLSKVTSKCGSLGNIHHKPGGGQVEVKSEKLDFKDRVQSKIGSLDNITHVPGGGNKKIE
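In this qHTS, human K18 P301L tau is incubated with compound and heparin for 6 hr at 37 C, and Thioflavin T fluorescence then reports fibril load.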
Tau FP inhib: tau fibrillization inhibition (FP) | AID 1468 | Potency, µM (series often up to 57.7 µM), for inactives: at the highest dose activity, negative = inhibition, usual class: inhibitors | hit rate 0.39% among 280,000 | K18 P301L tau heparin fibrillization, Alexa594 FP, 6 h | P10636; also: nearly all actives have a fitted effect of over 55% in size
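Human K18 P301L fragment (15 uM unlabeled plus 0.24 uM Alexa 594-labeled) in 100 mM sodium acetate pH 7 with compound, aggregation induced by 20 uM heparin for 6 hr at 37 C. ThT (30 uM) added for 1 hr, then Alexa 594 FP read.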
* hit, by the source's call; ? = inconclusive; . = no result given; [ ] = another dose, or the depositor's remark. Unless noted, calls follow the shape of the dose curve; as a rule, active = well fitted curve in the direction sought with a large enough effect; inconclusive = small, poorly fitted or top-dose-only effect, or another doubt; inactive = no such curve, though single readings can be large; an effect the other way counts as inactive or inconclusive. Unless noted, % is scaled to controls: 0 for no effect and ±100 for the full control effect; potency is read from the fitted curve at half-maximal effect.

SMILES	Tau fluor counter	ALDH1A1 block	TR SRC2 fluor cs	TRb-SRC2 inh	aGal spleen mod	L3MBTL1 block	Tau ThT inhib	Tau FP inhib
COc1ccc(NC(=O)CCC(=O)N/N=C/c2ccc([N+](=O)[O-])s2)cc1	?	-2%	-5%	0%	3%	-19%	?	1%
Cc1cc(NC(=O)CSc2nc3cc(Cl)ccc3c(=O)n2CC(C)C)no1	1%	?	-4%	1%	-1%	10%	-3%	-1%
O=C(Cn1c2ncccc2c(=O)n1-c1ccccc1)NCc1ccccc1	-26%	.	0%	-1%	.	.	0%	-10%
Cc1ccc(N2C(=O)c3oc4cc(C)c(C)cc4c(=O)c3C2c2cccc(O)c2)nc1 (stereo unspecified)	-5%	.	4%	2%	.	.	3%	?
O=C(Nc1cc(F)cc(F)c1)c1sc(Cl)nc1-c1ccccc1	2%	-6%	0%	0%	-1%	-1%	6%	-5%
Cc1oc2ncn(CC(C)C)c(=O)c2c1C(=O)NCCc1ccccc1	-20%	.	-3%	1%	.	.	-14%	0%
CC(C)(C)C1CCc2c(sc(NC(=O)C3CCCO3)c2C(N)=O)C1 (stereo unspecified)	-14%	?	-3%	0%	6%	-4%	-13%	13%
Cc1cc(CN(C)C(=O)CC2C(=O)NCCN2Cc2c(F)cccc2Cl)on1 (stereo unspecified)	-1%	.	-3%	-1%	3%	6%	-4%	4%
Cc1ccc2[nH]c(C)cc(=S)c2c1	-4%	18µM*	2%	0%	-1%	?	?	-7%
Cc1ccc(C)c2nc(SCC(=O)Nc3ccc4c(c3)OCO4)c(C#N)cc12	-6%	.	-1%	1%	-4%	.	-6%	-1%
Brc1ccc(C2=CC(c3cccs3)n3ncnc3N2)cc1 (stereo unspecified)	-20%	?	-4%	-5%	11%	-2%	?	-2%
CCn1ccc2cc(S(=O)(=O)N3CCC(C(=O)NCc4ccc(OC(C)C)cc4)CC3)ccc21	-17%	.	-5%	5%	.	.	0%	-3%
Cn1c(COc2ccccc2)nnc1SCCC(=O)Nc1ccccc1	-7%	8%	0%	1%	-6%	4%	-15%	0%
CC(NC(=O)Cc1cccs1)c1ccncc1 (stereo unspecified)	1%	-15%	0%	-14%	-7%	-19%[11.4 µM]	7%	4%
NS(=O)(=O)c1ccc(CNC(=O)CCC2CCCCC2)cc1	-9%	-12%	-2%	0%	13%	.	-6%	-8%
O=C(CSc1ncnc2nc[nH]c12)Nc1ccccc1C(F)(F)F	-4%	0%	-1%	-4%	-3%	5%	-9%	4%
Cc1cc(C)nc(CCNC(=O)c2cc(COc3ccc(F)cc3F)on2)n1	-10%	10%	-5%	6%	-5%	4%	-7%	-3%
N#Cc1ccc(C[C@@H](NS(=O)(=O)c2ccc(C(=O)O)cc2)C(=O)O)cc1	.	.	-2%	-4%	-12%	2%	.	.
O=C(C1CCC1)N1CCc2cc(S(=O)(=O)NCCN3CCN(c4ccccc4F)CC3)ccc21	-11%	?	2%	6%	3%	-6%	-13%	9%
Nc1nnc(-c2ccccc2)s1	-3%	-1%	0%	-1%	-10%	.	-5%	3%
Cc1cc(C)n(-c2nc3ccccc3nc2N2CCN(c3cccc(C(F)(F)F)c3)CC2)n1	-22%	.	0%	-3%	.	.	-18%	-3%
CCCCN(CC)C(=O)CN1C(=O)c2ccccc2C1=O	-15%	-7%	-3%	-7%	-10%	.	-14%	-9%
CCOc1ccc(Oc2cc(C)nc(SC)n2)nn1	1%	-1%	2%	-13%	1%	-8%	2%	-1%
CCCc1cc2c(=O)c(-c3cscn3)c(C(=O)OCC)oc2cc1O	-3%	?	-5%	0%	11%	-9%	0%	-6%
COC(=O)CCC(=O)OC1(C)C(=O)C2=CN(Cc3ccco3)C(c3ccc(OC)cc3)=CC2=C(Br)C1=O (stereo unspecified)	-17%[11.6 µM]	?	-4%[11.2 µM]	-1%[11.2 µM]	13%[17.5 µM]	.	?	-2%[11.6 µM]
COCCNC(=S)N/N=C(\C)c1cccc(C(F)(F)F)c1	-8%	6%	-2%	-12%	7%	-8%	-4%	4%
CCOc1ccccc1NC(=O)Cn1cc(C(=O)c2ccc(Cl)cc2)c(=O)c2ccc(C)nc21	-19%	.	-3%	1%	.	.	?	?
O=c1oc2ccccc2cc1-c1ccc(O)cc1O	-9%	4%	2%	-1%	2%	-1%	-7%	16%
CCC(Oc1cc(Cl)ccc1Cl)C(=O)NNC(=O)CCC(=O)O (stereo unspecified)	7%	-11%	-4%	-2%	-5%	0%	3%	-1%
O=C(NCc1ccco1)c1cc(-c2ccc(F)cc2)on1	-1%	-8%	3%	6%	-8%	?	-4%	2%
CC(C)OC(=O)/C(=C/c1cccnc1)NC(=O)c1ccccc1	6%	11%	0%	5%	-9%	1%	3%	6%
Cc1cc(N2CCOCC2)c2c(N)cc(C)c(C)c2n1	-6%	3%	0%	1%	4%	.	?	-1%
CCS(=O)(=O)n1nc(-c2ccccc2)nc1SCc1ccccc1	-28%	-3%	2%	15%	7%	54%[activator]	-6%	-20%
COc1ccccc1C(O)P(=O)(OC1CCCCC1)OC1CCCCC1 (stereo unspecified)	-5%	.	1%	3%	2%	-4%	-2%	-5%
COC(=O)c1c(NC(=O)C2CC2)sc(C(=O)Nc2ccccc2)c1C	-17%	4%	-2%	-5%	-1%	1%	0%	1%
CCOc1ccc(S(=O)(=O)c2c(C(=O)c3ccc(C)c(C)c3)cnc3ccccc23)cc1	-7%	.	?	-3%	.	.	-13%	-14%
O=C(/N=C1/c2ccccc2CN1c1ccccc1)Nc1ccccc1	-8%	-9%	-4%	2%	-1%	-1%	-10%	-6%
C=CCNc1oc(/C=C/c2ccccc2)nc1C#N	-16%	?	-2%	5%	?	15%	-17%	10%
O=C(NCc1ccco1)C1CCC(N2C(=O)C3C4CCC(C4)C3C2=O)CC1 (stereo unspecified)	1%	2%	0%	-2%	7%	-18%	13%	4%
COc1ccc(C(=O)Cn2nc(CNc3ccc(Br)cc3)[n+]3c2CCCCC3)cc1	-9%	7%	-2%	-6%	-1%	-12%	-15%	3%
COc1ccc(CCNS(=O)(=O)c2cc(-c3cc(C)no3)ccc2C)cc1OC	-10%	.	0%	-3%	.	.	4%	-6%
CCOc1ccccc1CNn1nnnc1N	4%	6%	0%	-2%	4%	-4%	6%	-3%
CC1(C)Cc2c(C#N)c(NC3CCCCC3)nc(-c3ccco3)c2CO1	-4%	?	3%	-9%	7%	6%	?	-8%
COc1ccc(-c2nnc(-c3cccnc3)o2)cc1	3%	?	-3%	-10%	-3%	3%	1%	2%
Cc1ccc(C)c(S(=O)(=O)Nc2ccc3sc(C)nc3c2)c1	-19%	-5%	-2%	-10%	0%	-5%	-7%	-7%
Cc1ccc(S(=O)(=O)N2CCCN(C(=O)OC(C)(C)C)CC2)cc1	-7%	.	-1%	-10%	6%	.	.	-1%
CC(C)(CNC(=S)NCCc1ccccc1)CNC(=S)NCCc1ccccc1	?	?	0%	-4%	1%	-11%	6%	?
NC(=O)c1csc(-c2ccncc2)n1	-6%	-1%	0%	-15%	2%	3%	-4%	-12%

In the list so far, 14 contain four or more nitrogen atoms:
SMILES	Tau fluor counter	ALDH1A1 block	TR SRC2 fluor cs	TRb-SRC2 inh	aGal spleen mod	L3MBTL1 block	Tau ThT inhib	Tau FP inhib
COc1ccc(NC(=O)CCC(=O)N/N=C/c2ccc([N+](=O)[O-])s2)cc1	?	-2%	-5%	0%	3%	-19%	?	1%
Cc1cc(NC(=O)CSc2nc3cc(Cl)ccc3c(=O)n2CC(C)C)no1	1%	?	-4%	1%	-1%	10%	-3%	-1%
O=C(Cn1c2ncccc2c(=O)n1-c1ccccc1)NCc1ccccc1	-26%	.	0%	-1%	.	.	0%	-10%
Cc1cc(CN(C)C(=O)CC2C(=O)NCCN2Cc2c(F)cccc2Cl)on1 (stereo unspecified)	-1%	.	-3%	-1%	3%	6%	-4%	4%
Brc1ccc(C2=CC(c3cccs3)n3ncnc3N2)cc1 (stereo unspecified)	-20%	?	-4%	-5%	11%	-2%	?	-2%
Cn1c(COc2ccccc2)nnc1SCCC(=O)Nc1ccccc1	-7%	8%	0%	1%	-6%	4%	-15%	0%
O=C(CSc1ncnc2nc[nH]c12)Nc1ccccc1C(F)(F)F	-4%	0%	-1%	-4%	-3%	5%	-9%	4%
Cc1cc(C)nc(CCNC(=O)c2cc(COc3ccc(F)cc3F)on2)n1	-10%	10%	-5%	6%	-5%	4%	-7%	-3%
O=C(C1CCC1)N1CCc2cc(S(=O)(=O)NCCN3CCN(c4ccccc4F)CC3)ccc21	-11%	?	2%	6%	3%	-6%	-13%	9%
Cc1cc(C)n(-c2nc3ccccc3nc2N2CCN(c3cccc(C(F)(F)F)c3)CC2)n1	-22%	.	0%	-3%	.	.	-18%	-3%
CCOc1ccc(Oc2cc(C)nc(SC)n2)nn1	1%	-1%	2%	-13%	1%	-8%	2%	-1%
COc1ccc(C(=O)Cn2nc(CNc3ccc(Br)cc3)[n+]3c2CCCCC3)cc1	-9%	7%	-2%	-6%	-1%	-12%	-15%	3%
CCOc1ccccc1CNn1nnnc1N	4%	6%	0%	-2%	4%	-4%	6%	-3%
CC(C)(CNC(=S)NCCc1ccccc1)CNC(=S)NCCc1ccccc1	?	?	0%	-4%	1%	-11%	6%	?

3 entries already listed, ordered by count of non-hydrogen atoms, smallest number first:
SMILES	Tau fluor counter	ALDH1A1 block	TR SRC2 fluor cs	TRb-SRC2 inh	aGal spleen mod	L3MBTL1 block	Tau ThT inhib	Tau FP inhib
CCOc1ccccc1CNn1nnnc1N	4%	6%	0%	-2%	4%	-4%	6%	-3%
O=C(/N=C1/c2ccccc2CN1c1ccccc1)Nc1ccccc1	-8%	-9%	-4%	2%	-1%	-1%	-10%	-6%
COc1ccc(CCNS(=O)(=O)c2cc(-c3cc(C)no3)ccc2C)cc1OC	-10%	.	0%	-3%	.	.	4%	-6%

Not a hit list; about 8.5% have a hit in one of these screens.
